HADH2 inh = HADH2 (human) dehydrogenase inhibition; recombinant HADH2, NADH fluorescence, beta-hydroxybutyryl-CoA; Potency, µM (highest dose often 57.1 µM), without a hit: at the highest dose activity change, negative = inhibition, most hits filed as inhibitors; hit rate 3.4% among 73,000; AID 886; further: potency means the concentration at half of the fitted maximal effect; on the % scale 0 is the no-effect control and ±100 the full control effect; nearly all actives have a fitted effect of over 60% in size; many of its hits are not listed in these tables
Target sequence (Q99714 whole entry, looked up, one chain of several): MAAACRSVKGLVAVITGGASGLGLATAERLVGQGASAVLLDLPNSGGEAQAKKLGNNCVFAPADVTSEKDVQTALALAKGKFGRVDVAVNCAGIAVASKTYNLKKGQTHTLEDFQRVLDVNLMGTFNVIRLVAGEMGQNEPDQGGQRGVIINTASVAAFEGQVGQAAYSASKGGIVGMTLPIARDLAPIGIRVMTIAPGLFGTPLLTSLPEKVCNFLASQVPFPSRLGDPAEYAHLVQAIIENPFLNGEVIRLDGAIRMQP
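Activity measured as NADH fluorescence gain (360/450 nm), taken as the change between first and last reads of a 4-min kinetic run. Conditions: pH 9.0 Tris buffer, 20 nM E. coli-expressed His-tagged enzyme, 1 mM NAD+, 90 uM beta-hydroxybutyryl-CoA; 15-min compound preincubation.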
Hsp90 Hop PPI = changes Hsp90-Hop TPR2A binding signal, up or down | AlphaScreen TPR2A-His6 binding biotin-Hsp90 C-terminal peptide | Potency, µM (top dose mostly 57 µM), without a hit: at the top dose activity change, negative = inhibition | hit rate 0.44% among 71,000; active means well fitted curve in either direction with a large enough effect; inconclusive means small, poorly fitted or top-dose-only effect, or another doubt; further: potency means the concentration at half of the fitted maximal effect; on the % scale 0 is the no-effect control and ±100 the full control effect; many of its hits are not listed in these tables
HBB splice mod = hemoglobin beta splicing modulation; hit rate 0.06% among 65,000; Potency, µM (doses to about 46.1 µM), inactives show at the highest dose activation, actives largely listed as activators; HBB splicing reporter cell assay, activation; EGFP reporter with mutant IVS2-654 intron; response scale: normalised to 500 nM splice-correcting PNA; AID 925; further: potency means the concentration at half of the fitted maximal effect; 0% is about no effect
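HeLa cells stably expressing EGFP interrupted by mutant beta-globin intron 2 (IVS2-654), 500/well in 2% FCS. Treated with compound for 2 days at 37C. Splicing correction scored as total well GFP intensity (488 nm excitation, 500-520 nm emission); 500 nM antisense PNA served as control.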
Tau fil binding = tau filament binding; P10636; recombinant tau filaments, thioflavin S fluorescence, 15 h; filaments grown with octadecylsulfate alongside compound; Potency, µM (highest dose often 57.1 µM), for the others: at the highest dose activity change, negative = inhibition; hit rate 2% among 71,000; AID 596;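 further: potency means the concentration at half of the fitted maximal effect; on the % scale 0 is the no-effect control and ±100 the full control effect; actives lower thioflavin S fluorescence by blocking filaments or displacing dye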
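Quantitative HTS: thioflavine S signal from ODS-induced tau filaments, excited at 450 nm, emission 510 nm. Conditions: 1 uM tau, 30 uM ODS, 15 h at 37 C, pH 7.4.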
CRE Fsk mod = alters forskolin-stimulated CRE reporter signaling in CHO cells. CHO CRE-bla reporter (cAMP response element driving beta-lactamase), forskolin EC10, beta-lactamase ratio. Potency, µM (doses to about 38.2 µM), for inactives: at the top dose activity change, negative = inhibition, usual class: activators. hit rate 2.5% among 71,000; active means well fitted activation curve with a large enough effect in the signal ratio, with a control signal flat, not every such curve was filed as active; inconclusive means small, poorly fitted or top-dose-only effect, or effect the other way, or a change in a side signal; the % refers to the signal ratio; further: potency means the concentration at half of the fitted maximal effect; % of control where 0% means no effect
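CRE-bla CHO cells stimulated with EC10 NKH 477 (water-soluble forskolin) and compound titrations, 3 h at 37C; beta-lactamase read with CCF4 after 2 h at room temperature. Activity from 460/530 nm emission ratio, AC50 values for positive or negative modulation.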
ERK AVP block = inhibitors of vasopressin-stimulated ERK signaling pathway; HEK293-V1b, vasopressin-stimulated pERK AlphaScreen; Potency, µM (doses to about 57.5 µM), for the others: at the top dose activity, negative = inhibition, most hits filed as inhibitors; hit rate 0.99% among 72,000; AID 995; further: potency means the concentration at half of the fitted maximal effect; on the % scale 0 is the no-effect control and ±100 the full control effect; nearly all actives have a fitted effect of over 55% in size
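HEK293 cells stably expressing V1b receptor, preincubated 30 min at 37 °C with compound, then stimulated 5 min with 25 nM vasopressin. Phospho-ERK by AlphaScreen SureFire after 5 h RT; normalized to DMSO and vasopressin; AC50 by Hill fit.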
TexasRed autofl = Texas Red region autofluorescence | AID 587 | hit rate 0.06% among 59,000 | max dye-equivalent concentration, M | Compound fluorescence, Texas Red channel, 547/618 nm; hits give high values; in the data active means max dye-equivalent concentration above about 10 nM; inconclusive means between about 1.1 nM and that limit
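Dye-equivalent concentrations come from scaling compound signal (ex 547, em 618 nm) to six Texas Red standard concentrations run on every plate, after 15 min room-temperature incubation in pH 8.0 Tris (100 mM).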
FLuc inh = blocks Photinus pyralis firefly luciferase activity. P08659. purified firefly luciferase, luminescence, 8 min. Potency, µM (doses to about 57.1 µM), for the others: at the top dose activity change, negative = inhibition, actives largely listed as inhibitors. hit rate 2.2% among 72,000; further: potency means the concentration at half of the fitted maximal effect; on the % scale 0 is the no-effect control and ±100 the full control effect; nearly all actives have a fitted effect of over 40% in size
Target sequence (P08659 whole entry, looked up): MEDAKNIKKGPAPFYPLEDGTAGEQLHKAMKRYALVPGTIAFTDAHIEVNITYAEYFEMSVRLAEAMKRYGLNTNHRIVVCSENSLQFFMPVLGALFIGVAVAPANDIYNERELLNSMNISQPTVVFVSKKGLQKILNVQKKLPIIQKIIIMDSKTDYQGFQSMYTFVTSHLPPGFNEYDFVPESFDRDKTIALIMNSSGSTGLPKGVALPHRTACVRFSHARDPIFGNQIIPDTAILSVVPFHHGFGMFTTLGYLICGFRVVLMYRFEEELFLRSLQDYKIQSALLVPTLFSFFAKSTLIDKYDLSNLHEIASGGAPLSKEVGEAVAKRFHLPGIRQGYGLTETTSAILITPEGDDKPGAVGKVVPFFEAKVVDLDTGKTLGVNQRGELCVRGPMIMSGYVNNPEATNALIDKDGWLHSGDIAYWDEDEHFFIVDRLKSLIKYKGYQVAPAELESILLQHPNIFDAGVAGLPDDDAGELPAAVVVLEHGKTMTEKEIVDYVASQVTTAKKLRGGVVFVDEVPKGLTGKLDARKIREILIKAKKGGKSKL
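Inhibition of light generation by firefly luciferase from ATP and luciferin was profiled with concentration-response curves per sample, ATP held at 10 uM within the enzyme's linear range. Plates were read by luminescence after an 8-minute ambient incubation.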
DNA Pol III inh = blocks replication by bacterial DNA polymerase III holoenzyme; reconstituted DNA polymerase III holoenzyme replication, biochemical; Potency, µM (doses to about 57.1 µM), for the others: at the highest dose activity change, negative = inhibition; hit rate 0.25% among 71,000; AID 603; further: potency means the concentration at half of the fitted maximal effect; on the % scale 0 is the no-effect control and ±100 the full control effect
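Reconstituted *E. coli* holoenzyme (0.35 nM Pol III, 1 nM beta, 154 nM SSB, 2 nM primase) was preincubated with compound for 15 min at RT. Synthesis on 1.4 nM ssM13Gori ran 35 min, then was stopped with PicoGreen/EDTA and read as dsDNA fluorescence.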
Rhodamine autofl = compound autofluorescence in rhodamine spectral region | hit rate 0.05% among 59,000 | max dye-equivalent concentration, M | AID 594 | Rhodamine-region fluorescence, 547/598 nm, Tris buffer; hits give high values; in the data active means max dye-equivalent concentration above about 11 nM; inconclusive means between about 1.1 nM and that limit
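Compounds in 100 mM Tris buffer, pH 8.0, were incubated 15 min at room temperature, then read at 547 nm excitation and 598 nm emission. Fluorescence was normalized against a per-plate six-point rhodamine standard curve as dye-equivalent concentration.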
ALOX15 inhib = inhibitors of human 15-lipoxygenase (ALOX15); P16050; purified 15hLO-1, xylenol orange hydroperoxide absorbance; Potency, µM (doses to about 57.1 µM), for the others: top-dose activity change, negative = inhibition, usual class: inhibitors; hit rate 1.4% among 74,000; AID 887; further: potency means the concentration at half of the fitted maximal effect; on the % scale 0 is the no-effect control and ±100 the full control effect; nearly all actives have a fitted effect of over 55% in size
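Quantitative HTS in 25 mM Hepes pH 7.5 containing 0.01% Triton X-100: human 15hLO-1 at 40 nM, arachidonic acid at 50 uM, 6 min turnover. Product quantified via ferrous oxidation/xylenol orange, 573:405 nm absorbance ratio.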
* = called active by the depositor; i = inactive; ? = inconclusive; . = not tested or not shown; [ ] = another dose, or the depositor's remark. Unless noted, the call rests on the fitted dose curve; in most records, active means well fitted curve in the direction sought with a large enough effect; inconclusive means small, poorly fitted or top-dose-only effect, or another doubt; inactive means no such curve, though single readings can be large; an effect the other way counts as inactive or inconclusive.

SMILES | HADH2 inh | Hsp90 Hop PPI | HBB splice mod | Tau fil binding | CRE Fsk mod | ERK AVP block | TexasRed autofl | FLuc inh | DNA Pol III inh | Rhodamine autofl | ALOX15 inhib
O=C(CC1Nc2ccccc2NC1=O)NCc1cccnc1 (stereo not given) | -21% | -10% | -0.7% | -8% | ? | 6% | ? | 2% | -7% | i | 16µM*
CCOC(=O)CSc1nnc(-c2ccco2)n1-c1ccc(C)cc1 | 9% | -1% | -1.6% | -7% | 3% | ? | i | -2% | -4% | i | 1%
Nc1nnc(SCC(=O)NCc2ccc3c(c2)OCO3)s1 | -15% | -3% | -0.7% | 3% | -14% | -28% | i | 5% | 1% | i | -15%
CCS(=O)(=O)N1CCCC(C(=O)NCCN2CCC(Cc3ccccc3)CC2)C1 (stereo not given) | 1% | 1% | 6.7% | 4% | -13% | -6% | i | 1% | 2% | i | 8%
CSc1nnc(-c2ccccc2Cl)n1N | -7% | -1% | 2.4% | 4% | -8% | 7% | i | 2% | 8% | i | 0%
CN(c1ccc(C(=O)NCc2ccc3c(c2)OCO3)cc1)S(C)(=O)=O | 1% | -4% | -1.4% | -12% | 0% | -10% | ? | -1% | 0% | i | -1%
Cn1c(CN2CCOCC2)c(C#N)c2ccccc21 | 1% | -1% | 3.6% | -14% | -15% | 1% | i | 3% | -12% | i | -2%
O=C(CSc1oc(-c2ccccc2)nc1S(=O)(=O)c1ccc(F)cc1)NCC1CCCO1 (stereo not given) | -2% | -1% | -2.7% | 55% | -18% | 12% | i | 2% | -3% | i | -1%
Cc1ccc(NC(=O)COC(=O)C2=COCCO2)cc1 | 10% | ? | 0.0% | 5% | ? | 15% | i | -3% | -4% | i | ?
COc1cccc(C2=NOC(C(=O)N3CCN(C(=O)c4ccco4)CC3)C2)c1 (stereo not given) | 19% | ? | -0.9% | 1% | -2% | -2% | . | 2% | 11% | . | 0%
O=C(CN1CCOCC1)Nc1ccc(NC(=O)CN2CCOCC2)c(Cl)c1 | -5% | -2% | -0.1% | -16% | -4% | -5% | i | 2% | 4% | i | -3%
C(=C\CSc1ncn[nH]1)/CSc1ncn[nH]1 | -9% | 2% | -0.2%[57.5 µM] | 4% | -6% | -11% | i | -1% | -3% | i | 6%
CCOc1ncccc1C(=O)OCc1ccc(C(=O)OC)o1 | -1% | 1% | -0.2% | -17% | ? | ? | i | 0% | 4% | i | -4%
Nn1c(SCC(=O)Nc2ccc(Oc3ccccc3)cc2)nnc1C1CC1 | -13% | -5% | -0.1%[57.5 µM] | -10% | -12% | -23% | i | -11% | -6% | i | ?
NC(=O)c1cccc2c(=O)oc3ccccc3c12 | -1% | -2% | -0.4% | -1% | 4% | -17% | i | 3% | -6% | i | 4%
CCOC(=O)C(C(C)=O)c1c(Br)c(O)c(O)c2c(C(=O)c3ccc(C)cc3)coc12 (stereo not given) | 0.5µM* | ? | -4.4%[57.5 µM] | 10µM* | ? | ? | i | -6% | 6% | i | 2µM*
Cc1ccc(CNC(=O)Cn2ccc3ccccc3c2=O)o1 | 0% | -3% | -5.9% | -1% | 1% | 3% | ? | 0% | -1% | i | 1%
O=C(NC1CCCC1)C1CCCN(S(=O)(=O)c2ccc(-n3cnnn3)cc2)C1 (stereo not given) | 9% | -1% | -0.1%[57.5 µM] | 9% | 1% | -6% | ? | 2% | -4% | i | 4%
COc1ccccc1CN1CC[C@@]2(CCCN(C(=O)c3cccn3C)C2)C1 | 5% | ? | -0.8% | -3% | 2% | 18% | i | 0%[11.4 µM] | -3% | i | 9%
Cc1nc2sc3c(c2c2nc(-c4ccco4)nn12)CCCC3 | 7% | -2% | 1.0%[57.5 µM] | -11% | ? | -12% | ? | 2% | -3% | i | -9%
COc1ccccc1-n1c(SCC(=O)N2CCOCC2)nc(O)c(Cc2ccccc2)c1=O | ? | 0% | -1.8%[0.369 µM] | 9% | -8% | -4% | i | 1% | 1% | i | 3%
O=C(NCCCN1CCN(c2cccc(Cl)c2)CC1)C1CCC(=O)N1Cc1ccccc1Cl (stereo not given) | -1% | -1% | -0.6% | 28% | -14% | 14% | i | 2% | -2% | i | 0%
COC(=O)C1(CC(C)C)C=C2C(=C(C(C)C)C(=O)C2C)CN1 (stereo not given) | 8% | -1% | 0.0% | 28% | -12% | 3% | . | . | -9% | . | .
Cc1onc(-c2ccccc2)c1C(=O)Nc1nc(-c2ccc(F)c(F)c2)cs1 | 16% | 2% | -1.7% | ? | ? | 16% | i | -3% | -6% | i | -21%
Cc1ccc2nc3nc4ccc[nH]c4cc3c2c1 | -1%[11.4 µM] | . | 0.8%[9.22 µM] | . | . | 36%[11.5 µM] | . | -9%[11.4 µM] | . | . | -3%[11.4 µM]
CSc1nc2ccccc2n1CC(=O)Nc1c(C)n(C)n(-c2ccccc2)c1=O | 1% | 2% | 0.3% | -3% | -9% | 26% | i | -2% | -4% | i | 2%
CCCCn1nnnc1SCC(=O)Nc1ccc2c(c1)OCCO2 | 0% | 1% | . | 0% | 3% | 4% | ? | 0% | 1% | i | 5%
c1ccc(CNCCN2CCNCC2)nc1 | 3% | 4µM* | 2.7%[0.369 µM] | -3% | -9% | -5% | i | 2% | 3% | i | 70%[activator]
COCCSc1ccccc1C(=O)N1CCCC1 | ? | -3% | -0.2% | -15% | 4% | -3% | ? | 0% | -1% | i | -6%
Cc1c(Cl)cccc1NC(=O)CN1C(=O)CSc2ncccc21 | 4% | -6%[2.3 µM] | -1.3% | -5% | -15% | -7% | . | 1% | -3% | . | -2%
CCOC(=O)/C=C1\SCC(=O)N1Cc1ccc(Br)cc1 | -3% | 6% | 2.3% | 3% | ? | -6% | i | 2% | -4% | i | -10%
O=C(Nc1ccccc1O)c1cc(S(=O)(=O)N2CCOCC2)ccc1Cl | -7% | -1% | . | ? | 1% | 5% | i | -3% | -5% | i | 5%
COc1ccc(-n2c(O)c(/C=N/n3cnnc3)c3ccccc3c2=O)cc1 | -5% | ? | 0.0% | i | -1% | -13% | . | 0% | 1% | . | 9%
O=C(NC1=NCCS1)c1cc(-c2ccccc2)nn1-c1ccccc1 | 4% | -4% | 0.9% | -4% | ? | 2% | ? | 1% | -3% | i | 8%
Cc1ccc(CN2C(=O)CCC2C(=O)NC2CC2)cc1 (stereo not given) | -1% | -2% | -3.8% | -2% | 7% | 0% | i | 1% | -2% | i | 0%
COc1ccc(C[C@H](O)CN2CCOCC2)cc1 | -6%[11.4 µM] | -1%[11 µM] | 2.7%[9.22 µM] | 0%[11.4 µM] | -5%[7.6 µM] | 3%[11.5 µM] | ? | 2%[11.4 µM] | -15%[11.4 µM] | i | 5%[11.4 µM]
CCN(C(=O)c1ccccc1Cl)c1ccccc1 | -2% | 1% | 1.0% | 7% | 10% | -3% | i | 2% | -3% | i | 0%
N#Cc1c(N)nc(SC2CCCCC2=O)c(C#N)c1-c1ccco1 (stereo not given) | ? | 1% | -0.3%[57.5 µM] | -22% | 10µM* | ? | i | -5% | ? | i | ?
COC(=O)c1cc(S(=O)(=O)NC2CCN(Cc3ccccc3)CC2)cn1C | 3% | 2% | -0.4% | -8% | -12% | 15% | ? | -1% | -7% | i | 3%
Cc1ccc(C(=O)OCc2cc3ccccc3[nH]c2=O)cc1 | 2% | -3% | -1.1% | 5% | ? | 2% | i | 1% | -10% | i | -6%
CCOC(=O)c1c(C)[nH]c(C(=O)COC(=O)C2CC(=O)N(Cc3ccccc3)C2)c1C (stereo not given) | 2% | -1% | -0.2%[57.5 µM] | 6% | ? | 16% | i | 2% | -4% | i | 8%
O=C1Nc2ccccc2C1=Nc1ccc(S(=O)(=O)Nc2nccs2)cc1 | -1%[11.4 µM] | -2%[11 µM] | 4.2%[9.22 µM] | -2%[11.4 µM] | -4%[7.6 µM] | -1%[11.5 µM] | i | 2%[11.4 µM] | -8%[11.4 µM] | i | 2%[11.4 µM]
Clc1ccc2c(c1)c1ccccc1n2CN1CCOCC1 | 20% | 21% | . | -3% | ? | 4% | i | -1% | 4% | i | -9%

This is a subset; count on the stated rates, not on these rows.
